Yfh1-off respiration: enhancers of respiration in Yfh1-depleted yeast, dose response, Friedreich's ataxia, plus single-dose screen (AID 1465). S. cerevisiae Yfh1-off respiration, WST-1 reduction, 72 h; higher fold induction means a stronger effect. actives 0.074% (n = 220,000). fold induction at 50 µM, or EC50 in µM where a hit was titrated;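 active = fold induction of absorbance versus untreated yeast above a set limit, then at least 30% activation at any dose in follow-up; inconclusive = repeats straddling the limit, or above it without dose testing; inactive = fold induction below the set limit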;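 note: activators that raise dye reduction in frataxin-depleted yeast; strong numbers were not always called active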
b-catenin transl: beta-catenin nuclear translocation modulation; HeLa beta-catenin nuclear translocation, immunofluorescence imaging; AID 1665; actives 0.3% (n = 190,000); nuclear translocation activity, % at 5 µM;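 active = nuclear translocation activity above 50% at 5 µM, with a well cell count of 50 or more; inconclusive = wells under 50 cells across six images, flagged as toxic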;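 note: per-cell ratio of nuclear to cytoplasmic median beta-catenin stain intensity; plate controls were DMSO negative control for no effect and GSK-3 inhibitor IX positive control for full effect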
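Assay system: human HeLa cells, native beta-catenin; doses: 5 µM primary, 0.02–20 µM confirmation; incubation: compound treatment 24 h, 37°C, 5% CO2; technique: fluorescence imaging of beta-catenin antibody stain plus DAPI; measure: % activation, nuclear-to-cytoplasmic median beta-catenin signal ratio per cell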
Autophagy HCS: autophagy modulation, high-content screen; calls only at 10 µM (by protocol); MEF GFP-LC3 puncta imaging; test concentration mostly 10 µM; AID 463193; actives 0.98% (n = 190,000);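 active = percentage of spot-positive cells more than 3 SD above its plate mean, without a fluorescence outlier flag or 80% toxicity; inconclusive = no clear call, values can overlap the other calls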;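 note: spot-positive cell cutoff set from DMSO-treated cells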
human PMI inhibition: inhibitors of human PMI, primary screen, biochemical, fluorescence intensity, coupled assay (AID 1209). purified PMI enzyme, coupled fluorescence intensity; higher % means a stronger effect. inhibition, % at 20 µM, or IC50 in µM where a hit was titrated. actives 0.42% (n = 190,000);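 note: plate controls were DMSO vehicle for no effect and wells lacking substrate for full effect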
PMI inhibition: human PMI inhibitors, high substrate, primary screen, biochemical, fluorescence intensity, high mannose 6-phosphate (AID 1220); inhibition, % at 20 µM, or IC50 in µM where a hit was titrated; recombinant PMI enzyme, coupled fluorescence intensity; higher % means a stronger effect; actives 0.66% (n = 190,000)
MT stabilizer: stabilizes microtubules in HeLa cells; HeLa tubulin immunostaining HCS, 24 h; share of cells brighter than vehicle mean+2SD; % tubulin-high responders, % at 10 µM; actives 0.83% (n = 200,000);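 active = plate Z-score above 3 for both tubulin-high and condensed-nucleus cell shares, with cell loss under 80%, at 10 µM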;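 note: anti alpha tubulin signal scored within the nucleus-defined area of each cell; some results filed as inactive read as strong as hits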
Ins promoter up: MIN6 insulin promoter up-regulation; MIN6 insulin promoter-GFP reporter, high-content imaging; hits give high values; z-score at 5 µM; actives 0.3% (n = 190,000); AID 1625;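 active = z-score above 3 at 5 µM with at least 500 cells counted in the well; inconclusive = wells under 500 cells, flagged as cytotoxic or low count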
Dynein transport: dynein cargo transport inhibition; z-score, hits read low; 3617.4 mouse cells, GR-EGFP nuclear translocation imaging; test concentration mostly 20 µM; stimulated with dexamethasone, 1 µM; hits give low values; actives 0.47% (n = 220,000);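 active = plate z-score of nuclear minus cytoplasmic receptor signal below a set negative limit, without overly bright fluorescence or cell loss, cut at about -3.5 in these data, passing the limit was not always enough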;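 note: z-score of nuclear minus cytoplasmic ring GR-EGFP intensity difference per well; some compounds called inactive have numbers as strong as hits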
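Buffer or medium: tet-free medium with charcoal-stripped serum / Also added: dexamethasone agonist, 1.0 µM final, for 30 min / Timing: induction 48 h, compound 1 h, agonist 30 min / Measured by: high-content fluorescence imaging after fixation / Read-out: nuclear-to-cytoplasmic GR-EGFP distribution per well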
WT yeast gro inh: growth inhibition of WT yeast, mitochondrial fusion screen; mitochondrial fusion phenotypic screen, WT strain; inhibition, % at 10 µM; actives 2.1% (n = 190,000); AID 1362; in the data active = inhibition above about 58%; tested in S. cerevisiae
WT yeast gro inh mutant strain: second read-out of WT yeast gro inh, no call of its own (marks repeat the call); inhibition, %; mitochondrial fusion phenotypic screen, mutant strain inhibition
Dynein transport cytoplasmic EGFP: recorded beside Dynein transport, whose call it bears; z-score; measured here: cytoplasmic GR-EGFP intensity; hits give high values
Dynein transport nuclear GR-EGFP: further read-out of Dynein transport, marked with its call; z-score; measured here: nuclear GR-EGFP intensity;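 lower value marks the stronger effect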
Dynein transport cell count: further read-out of Dynein transport, marked with its call; z-score; measured here: cell count per field
Ins promoter up cell count: second read-out of Ins promoter up, no call of its own (marks repeat the call); cell count; measured here: cytotoxicity, nuclei count;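 total cells summed across four imaged fields per well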
b-catenin transl cell count 5 µM: further read-out of b-catenin transl, marked with its call; cell count; measured here: cell count, cytotoxicity flag
MT stabilizer Hoechst-high %: also measured in MT stabilizer; calls as there; % Hoechst-high responders; measured here: nuclear condensation Hoechst responders;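 share of cells brighter than vehicle mean plus two SD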
MT stabilizer cytotoxicity %: also measured in MT stabilizer; calls as there; toxicity, %; measured here: cytotoxicity by cell density;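 0% = mean cell density of plate MIN control wells and 100% = no cells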
Autophagy HCS cell loss 18 h: recorded beside Autophagy HCS, whose call it bears; toxicity, %; measured here: cell loss, nuclei count;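 cell loss after 18 h compound exposure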
Numbers without * were called inactive; i = inactive; ? = inconclusive; · = no result given. Cut-off read from the data, not from the text of the source, unless noted: active = inhibition above about 50%; inactive = the rest.

SMILES	Yfh1-off respiration	b-catenin transl	b-catenin transl cell count 5 µM	Autophagy HCS	Autophagy HCS cell loss 18 h	human PMI inhibition	PMI inhibition	MT stabilizer	MT stabilizer Hoechst-high %	MT stabilizer cytotoxicity %	Ins promoter up	Ins promoter up cell count	Dynein transport	Dynein transport cytoplasmic EGFP	Dynein transport nuclear GR-EGFP	Dynein transport cell count	WT yeast gro inh	WT yeast gro inh mutant strain
CCSc1nnc(NC(=O)C2(C)Cc3ccccc3C(=O)O2)s1 (stereo unspecified)	i	·	·	i	2.5	-5.0%	-9.6%	3.3	1.9	25.4	·	·	-0.153	-0.219	0.458	-0.321	-17.0	-11.1
O=C(N/N=C/c1ccccn1)c1ccc(Br)o1	i	1.7	1364	i	6.7	35.7%	32.5%	2.4	1.3	5.2	0.77	1530	0.0305	-0.19	0.24	-0.016	1.3	2.8
Cc1csc(NC(=O)c2cc3c(s2)CCCCC3)n1	i	-1.2	1203	i	-4.2	20.1%	9.2%	2.5	2.4	4.1	-0.25	902	-0.2	-0.0722	-0.0783	0.913	-11.3	9.4
CC(Oc1ccccc1)C(=O)NCc1cccnc1 (stereo unspecified)	i	·	·	i	-15.5	-6.7%	-5.3%	1.9	1.5	7.0	·	·	0.0991	-0.207	0.383	-0.635	0.5	0.4
Cc1ccc(C(=O)Nc2cccc([N+](=O)[O-])c2)cc1S(=O)(=O)Nc1ccc(C(=O)O)cc1	i	-1.4	1029	i	-7.7	-15.3%	-12.4%	3.5	3.2	8.7	0.25	1257	-1.03	-0.25	-0.706	0.771	-4.3	6.2
CC(C)(C)C(=O)Nc1ccccc1C(=O)NCCCn1ccnc1	i	-2.6	1126	i	-6.2	0.2%	8.8%	3.5	2.4	7.6	0.01	1389	0.132	-0.343	0.115	-0.563	-13.9	7.6
CN1C(=O)C2C=CC1C1C(=O)N(c3ccccc3)C(=O)C21 (stereo unspecified)	i	-3.2	834	i	36.8	-4.5%	4.6%	2.2	2.5	6.7	2.74	1175	0.416	-0.233	0.673	-0.388	-0.4	1.0
COc1ccc2cc(CN(CCc3ccccc3)Cc3nnnn3CC3CCCO3)c(=O)[nH]c2c1 (stereo unspecified)	i	-3.0	834	i	5.7	-3.1%	-5.5%	2.9	1.8	2.2	·	·	-0.359	-0.107	0.178	0.278	-7.2	-2.2
Cc1cc(=O)[nH]c(SCC(=O)NNC(=O)Cc2ccccc2)n1	i	-3.5	1159	i	-8.8	-3.8%	5.0%	2.1	2.8	9.0	0.52	1257	3.44	-0.187	0.593	-0.349	-2.0	-5.5
FC(F)(F)COc1nc(N/N=C/c2cccnc2)nc(N2CCCCC2c2ccccn2)n1 (stereo unspecified)	i	-0.9	1100	i	2.7	-3.8%	-6.9%	3.8	2.7	6.0	0.32	1134	-0.509	-0.232	-0.0886	0.676	4.9	15.6
COc1ccc(-n2cnnc2SCC(=O)NCc2cccs2)cc1	i	·	·	i	-4.2	4.1%	1.9%	1.0	1.2	4.5	·	·	-0.771	0.251	-0.338	0.0339	-0.4	4.7
COc1cc(CNC(C)(C)CO)cc(Br)c1OCc1ccc(Cl)cc1Cl	i	?	·	i	12.5	-3.1%	6.9%	5.1	5.8	9.8	-0.39	662	3.86	1.74	2.44	-3.37	93.8*	89.1*
O=S(=O)(Nc1ccc2ccccc2n1)c1ccc2c(c1)CCO2	i	-1.3	1139	·	·	·	·	·	·	·	0.83	1456	-0.123	-0.194	-0.281	0.82	·	·
CCCn1c(-c2cccnc2Cl)nc2cc(Cl)c(Cl)cc21	i	-2.6	1030	i	11.4	19.2%	14.9%	2.4	2.0	7.3	0.14	2025	0.754	-0.17	0.647	0.427	23.4	23.8
O=C(c1cnn(C(=O)c2ccccc2)c1)c1ccccc1O	i	-2.0	559	i	-16.0	-0.7%	2.3%	1.7	1.4	0.8	-0.2	1447	0.693	-0.204	0.085	-0.844	-4.3	-8.3
Cc1ccc(OS(=O)(=O)c2cn(C)c(=O)n(C)c2=O)cc1C	i	-5.4	1094	i	4.1	-8.6%	-9.6%	1.5	2.8	7.8	0.22	1680	0.0854	-0.132	0.594	-0.761	0.4	16.7
Cc1cc(C)c2cc(CN(CCCN(C)C)C(=S)NCc3ccccc3)c(=O)[nH]c2c1	i	-0.5	1001	i	-9.6	3.2%	1.9%	4.2	1.9	7.5	·	·	2.78	0.633	2.36	-2.36	7.6	17.1
CCCn1c(N2CCOCC2)nc2c1c(=O)[nH]c(=O)n2C	i	·	·	i	-3.4	-13.1%	-2.5%	2.4	1.8	8.1	·	·	-0.922	-0.174	-0.654	1.2	-7.7	0.3
O=C(N1CCCCC1)N1CCC(c2nc3ccccc3[nH]2)CC1	i	-1.6	1302	·	·	·	·	·	·	·	0.4	917	-1.71	-0.287	-0.584	2.29	·	·
COc1cccc2cc(C(=O)Oc3ccc(NC(C)=O)cc3)c(=O)oc12	i	-0.3	1087	i	8.8	-15.0%	-15.9%	2.0	2.9	9.1	0.43	1487	0.738	-0.0314	0.345	-1.43	-9.1	-12.0
O=C(C[n+]1cccc(NC(=O)c2ccccc2)c1)c1ccccc1	·	1.3	1022	i	4.1	6.4%	-9.0%	2.9	1.9	5.2	0.06	1928	-0.532	-0.167	-0.442	0.877	11.2	6.9
CC(=O)NCCNS(=O)(=O)c1ccc(C)c([N+](=O)[O-])c1	i	1.0	1097	i	5.6	-2.4%	6.5%	2.0	2.4	10.7	-0.8	1376	-0.327	-0.242	-0.0591	-0.222	-2.2	10.3
Cc1ccc2cc(C#N)c(SCC(=O)Nc3ccc4sc(C)nc4c3)nc2c1	·	-1.2	1006	i	9.4	7.2%	7.0%	3.6	2.1	6.5	0.94	1885	0.0605	-0.122	-0.104	-0.011	11.4	23.6
COc1ccc2c(c1)C1=C(CC2)C(c2ccc(C)cc2)NC(=S)N1 (stereo unspecified)	i	-0.7	475	i	14.1	-10.8%	-4.8%	1.7	2.1	5.8	·	·	-0.707	-0.261	-0.329	0.714	80.2*	72.1*
O=C(O)c1ccc(-c2ccccc2)[nH]1	i	-2.5	935	i	-10.0	2.1%	8.0%	6.0	4.2	5.8	-0.1	1352	1.59	-0.216	0.889	-1.16	2.3	-5.3
CCc1nnc(NC(=O)CSc2nc(-c3ccc(OC)cc3)ns2)s1	i	1.2	1079	i	-5.7	-16.3%	-33.1%	4.8	2.5	4.5	-0.16	1500	-0.405	-0.194	-0.282	0.391	8.3	-22.6
CSCC(CO)NS(=O)(=O)c1ccc(C)cc1 (stereo unspecified)	i	1.7	1261	·	·	·	·	·	·	·	-0.35	1386	1.97	-0.17	1.01	-2.37	·	·
COc1cc(OC)cc(C(=O)N[C@H](C(=O)Nc2nc3ccc(S(C)(=O)=O)cc3s2)C(C)C)c1	i	-0.8	1127	i	-8.4	-23.5%	-16.1%	3.5	3.5	3.6	-0.08	1318	-0.257	-0.327	0.119	0.525	2.0	15.8
Cc1ccc(S(=O)(=O)Oc2ccccc2/C=N/N=C(N)N)cc1	i	-0.2	1402	i	12.8	13.6%	11.3%	1.8	3.6	5.9	-1.32	1027	-0.143	0.238	0.272	-0.316	-18.2	4.2
Cc1ccc2c(c1)[C@@H]1CN(C)CC[C@@H]1N2S(=O)(=O)c1ccc(F)cc1	i	2.0	1331	i	3.8	-6.1%	-2.3%	4.4	3.3	16.0	-0.01	1585	-0.623	-0.0588	-0.225	0.423	-22.6	1.6
CC(=O)N1CCN(C(=S)NC(=O)c2ccc(S(=O)(=O)N3CCOCC3)cc2)CC1	i	0.4	962	i	7.2	1.8%	-2.4%	1.6	4.3	9.4	0.07	1406	-0.752	-0.176	-0.764	0.855	-2.9	-21.6
S=c1nc(C2COc3ccccc3O2)[nH][nH]1 (stereo unspecified)	i	-0.1	1520	i	-4.4	7.29µM*	30.2%	2.0	2.2	15.3	0.22	1403	0.608	0.71	-0.239	0.231	-12.9	-12.9
C/C(=N/NC(=O)Cn1nc2ccccc2n1)c1ccc(F)cc1	i	-5.5	561	i	1.7	-4.3%	-9.0%	2.7	2.4	4.7	0.63	1195	-0.446	-0.243	-0.163	0.305	2.3	20.8
Cc1cccc(NC(=O)c2nc[nH]c2C(=O)N[C@@H](C)C(=O)OCc2ccccc2)c1	i	0.5	1372	·	·	·	·	·	·	·	0.67	985	0.0314	-0.808	0.0512	0.000664	·	·
CN(C)C(CNC(=O)c1cccc(OC(F)F)c1)c1ccco1 (stereo unspecified)	i	·	·	i	2.6	-2.1%	-3.1%	4.4	3.7	8.9	0.11	1270	0.308	-0.295	-0.186	-0.273	-0.7	-1.5
CC(C)c1ccc2oc(-c3cc(N)ccc3O)nc2c1	i	10.4	737	i	-8.6	-19.0%	-12.6%	10.3	4.1	4.0	-0.33	1370	-1.18	-0.312	-0.437	0.953	68.0*	64.8*
